Growth percent in the NCI-60 one-dose screen (48 h, 10 µM unless noted): 100 = growth as untreated, 0 = no growth, -100 = all killed.
MDA-MB-468: MDA-MB-468 breast cancer | AID 2202374 | 78,000 compounds, 8.5% hits
MCF7: MCF7 breast cancer | 82,000 compounds, 6.3% hits | AID 1794796
T-47D: T-47D breast cancer; 79,000 compounds, 5% hits
HS 578T: HS 578T breast cancer; 78,000 compounds, 4.1% hits; AID 1794788
SK-MEL-28: SK-MEL-28 melanoma | 81,000 compounds, 4.1% hits | AID 1794761
LOX IMVI: LOX IMVI melanoma; AID 1794757; 79,000 compounds, 7.4% hits
BT-549: BT-549 breast cancer; 78,000 compounds, 4.4% hits
MDA-MB-231: MDA-MB-231 breast cancer. 81,000 compounds, 5% hits. AID 1794789
An asterisk follows results filed as active; · = not tested or not shown. How the source made its calls: active means growth percent below 10; inactive means the rest.

Start of the listing, in advance (6 entries):
1	COc1cc(C(=O)Nc2cc3c(cc2Oc2cc(C)cc(C)c2)C(=O)N(C)[C@@H](CC(=O)N(C)O)C(=O)N3)c(Br)c(OC)c1OC
2	COc1cc(OC)c(NC(=O)C2=C(C)NC(C)=C(C(=O)Nc3cc(Cl)c(OC)cc3OC)C2c2cccc([N+](=O)[O-])c2)cc1Cl
3	C[C@]12O[C@H](C[C@]1(O)CO)n1c3ccccc3c3c4c(c5c6ccccc6n2c5c31)CNC4=O
4	Cc1nn(-c2ccccc2)c(Cl)c1/C=C1\N=C(c2ccccc2)N(c2ccccc2)NC1=O
5	COc1cccc(-c2nn(-c3ccccc3)cc2-c2ccnc(NCCN3CCOCC3)c2)c1
6	O=C1C=C(Nc2ccc([N+](=O)[O-])cc2)c2ccccc2C1=O
assay / compound	1	2	3	4	5	6
MDA-MB-468	-42*	99	-47*	94	39	41
MCF7	-15*	73	-55*	94	79	27
T-47D	1.6*	·	-24*	71	31	20
HS 578T	-18*	81	·	102	109	48
SK-MEL-28	-49*	95	-86*	107	93	50
LOX IMVI	-41*	88	-71*	84	80	9.7*
BT-549	-30*	83	-68*	101	70	-1.5*
MDA-MB-231	-34*	·	-44*	67	85	22

Results, previewed entries included:
1	COc1cc(C(=O)Nc2cc3c(cc2Oc2cc(C)cc(C)c2)C(=O)N(C)[C@@H](CC(=O)N(C)O)C(=O)N3)c(Br)c(OC)c1OC
2	COc1cc(OC)c(NC(=O)C2=C(C)NC(C)=C(C(=O)Nc3cc(Cl)c(OC)cc3OC)C2c2cccc([N+](=O)[O-])c2)cc1Cl
3	C[C@]12O[C@H](C[C@]1(O)CO)n1c3ccccc3c3c4c(c5c6ccccc6n2c5c31)CNC4=O
4	Cc1nn(-c2ccccc2)c(Cl)c1/C=C1\N=C(c2ccccc2)N(c2ccccc2)NC1=O
5	COc1cccc(-c2nn(-c3ccccc3)cc2-c2ccnc(NCCN3CCOCC3)c2)c1
assay / compound	1	2	3	4	5
MDA-MB-468	-42*	99	-47*	94	39
MCF7	-15*	73	-55*	94	79
T-47D	1.6*	·	-24*	71	31
HS 578T	-18*	81	·	102	109
SK-MEL-28	-49*	95	-86*	107	93
LOX IMVI	-41*	88	-71*	84	80
BT-549	-30*	83	-68*	101	70
MDA-MB-231	-34*	·	-44*	67	85

6	O=C1C=C(Nc2ccc([N+](=O)[O-])cc2)c2ccccc2C1=O
7	NC1=C(C/C(N)=N\O)C(c2ccccc2)c2c(ccc3ccccc23)O1 (stereo not drawn)
8	COc1ccc2nc3ccccc3[n+]([O-])c2c1
9	COc1cc(/C=N/Nc2ccc([N+](=O)[O-])cc2)cc(OC)c1OC
10	COC(=O)c1c2c(c(C)[n+]([O-])c1C)C(=O)C(NCc1ccc(F)c(F)c1)=CC2=O
assay / compound	6	7	8	9	10
MDA-MB-468	41	121	108	91	-26*
MCF7	27	80	96	89	-43*
T-47D	20	80	92	70	11
HS 578T	48	98	95	99	80
SK-MEL-28	50	104	132	103	50
LOX IMVI	9.7*	·	94	88	5.3*
BT-549	-1.5*	94	102	84	66
MDA-MB-231	22	70	109	94	-2.5*

11	O=C(/C=C/c1ccc([N+](=O)[O-])cc1)c1ccc(Cl)cc1
12	COc1cc2oc(-c3ccc(O)cc3)cc(=O)c2c(O)c1I
13	COC(=O)/C=C/Nc1ccccc1
14	NC1N=C(Nc2ccc(Cl)cc2)N=CC(c2cc3ccccc3oc2=O)=N1 (stereo not drawn)
15	COC(=O)c1ccc(NC(=O)CCl)cc1
assay / compound	11	12	13	14	15
MDA-MB-468	84	105	88	99	83
MCF7	49	79	88	80	58
T-47D	89	93	96	70	70
HS 578T	116	103	105	87	75
SK-MEL-28	97	108	113	100	101
LOX IMVI	96	107	107	89	-20*
BT-549	·	96	100	81	68
MDA-MB-231	100	99	108	74	65

16	CCCC(=O)Oc1ccc(C(C)(C)C)cc1C
17	O=C1/C(=C/c2cccc(Cl)c2)Cc2ccccc21
18	COc1ccc2nc(-c3ccc(OC)c(OC)c3)cc(-c3nnc(SCC(=O)Nc4ccc(/C(C)=N\O)cc4)o3)c2c1
19	O=C1c2cccnc2C(=O)c2c1c(C(=O)NCCCN1CCCCC1)c1ccccn21
20	CCCCn1c(=O)c2c(nc(NCCc3ccc(O)c(O)c3)n2CCC)n(CCCC)c1=O
assay / compound	16	17	18	19	20
MDA-MB-468	110	88	106	-74*	82
MCF7	95	24	93	-50*	65
T-47D	88	97	89	-49*	49
HS 578T	111	99	101	36	66
SK-MEL-28	117	105	114	14	87
LOX IMVI	95	91	98	-71*	57
BT-549	117	104	100	14	102
MDA-MB-231	112	91	102	-3.1*	59

21	CCOC(=O)c1cnc2cc(Cl)cc(Cl)c2c1Nc1cccc(NS(C)(=O)=O)c1
22	O=C1[C@H]2CCCCCCCCC[C@H]1[C@]1(O)C[C@@H]2[C@H]2CO[C@@H]1O2
23	Cc1nn(-c2ccccc2)c2nc(CNc3ccc(NCc4c(-c5ccccc5)no[n+]4[O-])cc3)[nH]c(=O)c12
24	CCOC(=O)N1CCN(CCCCCOc2ccc(CC(C)(C)C)cc2Cl)CC1
25	NS(=O)(=O)c1ccc(CCn2c(SCC(=O)N/N=C/c3cccnc3)nc3ccccc3c2=O)cc1
assay / compound	21	22	23	24	25
MDA-MB-468	105	82	67	47	93
MCF7	86	97	77	45	80
T-47D	86	97	75	64	66
HS 578T	91	117	104	86	83
SK-MEL-28	118	106	108	71	101
LOX IMVI	90	94	74	67	85
BT-549	94	101	96	66	79
MDA-MB-231	90	103	83	74	99

26	CC(=O)OC(C)(C)C(=O)Oc1ccccc1
27	O=C(/C=C\c1ccccc1)SC(=O)OCc1ccccc1
28	O=C(Nc1nc(-c2ccccc2)cs1)c1cc(-c2ccc(Br)cc2)nc2ccc(Cl)cc12
29	CC(=O)CC1CCCC(CC(C)=O)N1C (stereo not drawn)
30	CCOC(=O)Cc1nnn(C)n1
assay / compound	26	27	28	29	30
MDA-MB-468	·	118	81	105	110
MCF7	98	92	69	96	97
T-47D	79	100	79	107	97
HS 578T	·	129	106	88	105
SK-MEL-28	116	104	98	107	120
LOX IMVI	104	101	95	115	96
BT-549	·	100	99	108	122
MDA-MB-231	116	123	82	110	110

31	CC(=O)OCC1CCCN1C(C)=O (stereo not drawn)
32	Nc1cccnc1N
33	CC(O)C(N)=O (stereo not drawn)
34	O=C1CN(CCO)C(=O)C2CC(O)Cc3cc(Cl)ccc3C12 (stereo not drawn)
35	Cc1cc(=O)c(O)c(C)o1
assay / compound	31	32	33	34	35
MDA-MB-468	110	115	107	99	101
MCF7	95	·	95	98	93
T-47D	103	107	95	104	111
HS 578T	114	112	108	108	121
SK-MEL-28	111	122	100	108	104
LOX IMVI	102	106	109	97	93
BT-549	110	118	102	99	110
MDA-MB-231	97	·	114	105	124

Some of the entries above, set out differently:
entry	molecule	MDA-MB-468	MCF7	T-47D	HS 578T	SK-MEL-28	LOX IMVI	BT-549	MDA-MB-231
4	Cc1nn(-c2ccccc2)c(Cl)c1/C=C1\N=C(c2ccccc2)N(c2ccccc2)NC1=O	94	94	71	102	107	84	101	67
5	COc1cccc(-c2nn(-c3ccccc3)cc2-c2ccnc(NCCN3CCOCC3)c2)c1	39	79	31	109	93	80	70	85
6	O=C1C=C(Nc2ccc([N+](=O)[O-])cc2)c2ccccc2C1=O	41	27	20	48	50	9.7*	-1.5*	22
7	NC1=C(C/C(N)=N\O)C(c2ccccc2)c2c(ccc3ccccc23)O1 (stereo not drawn)	121	80	80	98	104	·	94	70

Further records
36	CNC(=O)c1nc(Nc2ccc(NC(=O)Nc3cccc(OC)c3)cc2)c2ccccc2n1
37	CCCCOC(=O)CCN1CCN(c2ccccc2C)CC1
38	NC(=O)Cc1c(O)cc(Br)c(OC(=O)NCCCCN=C(N)N)c1Br
39	N#Cc1ccc(-c2ccccc2)nc1Cl
40	COc1cc2oc(-c3cccc(NC(=O)[C@@H](N)Cc4ccccc4)c3)cc(=O)c2c(OC)c1OC
assay / compound	36	37	38	39	40
MDA-MB-468	86	99	112	94	89
MCF7	83	96	101	93	90
T-47D	63	91	102	90	99
HS 578T	76	108	96	105	99
SK-MEL-28	106	110	118	109	108
LOX IMVI	88	97	103	99	·
BT-549	93	66	119	105	128
MDA-MB-231	94	97	108	122	92

41	COc1ccc(-c2ccc3ncc4c(c3c2)n(-c2ccc(N3CCNCC3)c(C(F)(F)F)c2)c(=O)n4C)cn1
42	COc1ccc(/C=N\NC(=O)N/N=C/c2ccc(OC)cc2)cc1
43	Clc1ccc(OCc2nnc(-c3ccccc3)o2)c(Cl)c1
44	CC(C)CCC[C@@H](C)[C@H]1CC[C@H]2[C@@H]3C[C@@H](Br)[C@@]4(Br)C[C@@H](Cl)CC[C@]4(C)[C@H]3CC[C@]12C
45	CN(C)C=Nc1cc(Cl)ccc1Cl
assay / compound	41	42	43	44	45
MDA-MB-468	-87*	107	105	102	102
MCF7	-63*	102	91	95	101
T-47D	-67*	110	95	·	108
HS 578T	·	113	97	113	117
SK-MEL-28	-77*	108	110	108	102
LOX IMVI	-82*	97	101	94	102
BT-549	-64*	·	105	75	112
MDA-MB-231	-77*	124	100	·	103

46	N#CC1C(=O)c2c([nH]c3ccccc23)C12C(=O)Nc1ccccc12 (stereo not drawn)
47	N#Cc1c(N)nc(-c2ccccc2)c(C#N)c1N
48	CC1C(=O)CCC2C1(C)CCC1C2(C)CCC2(C)C3CC(C)(C)CCC3(C)CCC12C (stereo not drawn)
49	COC(=O)c1cc(-c2no[n+]([O-])c2C)no1
50	S=C(NCNC(=S)c1ccncc1)c1ccncc1
assay / compound	46	47	48	49	50
MDA-MB-468	99	107	103	102	119
MCF7	92	97	92	98	99
T-47D	92	91	96	103	96
HS 578T	95	89	·	101	125
SK-MEL-28	107	120	100	106	87
LOX IMVI	91	100	105	99	105
BT-549	128	117	105	105	121
MDA-MB-231	75	101	113	108	102

51	Cc1noc(N)c1C(=O)Nc1ccc(F)cc1
52	CO[C@@H]1[C@@H](OC)N(C(=O)c2ccccc2)C(=O)N1C(=O)c1ccccc1
53	COc1ccc(-c2nnc(COc3ccc(C(=O)/C=C/c4ccco4)cc3)o2)cc1
54	COC(=O)c1c(C(=O)OC)c2c3ccccc3c3ccccc3n2c1C(C)=O
55	O=S(=O)(c1ccccc1)N1CCCCC1
assay / compound	51	52	53	54	55
MDA-MB-468	108	129	20	94	105
MCF7	93	91	20	90	98
T-47D	104	91	81	87	97
HS 578T	·	109	93	97	108
SK-MEL-28	116	100	91	107	115
LOX IMVI	107	95	-31*	92	97
BT-549	108	98	79	107	122
MDA-MB-231	123	89	90	84	104

5 neighbouring entries from above, for reference:
51	Cc1noc(N)c1C(=O)Nc1ccc(F)cc1
52	CO[C@@H]1[C@@H](OC)N(C(=O)c2ccccc2)C(=O)N1C(=O)c1ccccc1
53	COc1ccc(-c2nnc(COc3ccc(C(=O)/C=C/c4ccco4)cc3)o2)cc1
54	COC(=O)c1c(C(=O)OC)c2c3ccccc3c3ccccc3n2c1C(C)=O
55	O=S(=O)(c1ccccc1)N1CCCCC1
assay / compound	51	52	53	54	55
MDA-MB-468	108	129	20	94	105
MCF7	93	91	20	90	98
T-47D	104	91	81	87	97
HS 578T	·	109	93	97	108
SK-MEL-28	116	100	91	107	115
LOX IMVI	107	95	-31*	92	97
BT-549	108	98	79	107	122
MDA-MB-231	123	89	90	84	104

Further records:
56	COc1cc(-c2nnc(-c3c(-c4ccc(F)cc4)nc4ncccn34)o2)cc(OC)c1OC
57	CCCCCCOc1ccc(C(=O)O)cc1
58	Clc1ccc(N=C(Nc2ccc(Cl)cc2)c2ccccc2)cc1
59	CC(C)Cc1cc(CNS(=O)(=O)Cc2ccccc2)nn1-c1ccccc1
60	O=C(NCCNc1cc(-c2cn(-c3ccccc3)nc2-c2cccc(O)c2)ccn1)Nc1cc(C(F)(F)F)cc(C(F)(F)F)c1
assay / compound	56	57	58	59	60
MDA-MB-468	96	115	64	105	94
MCF7	89	97	85	106	87
T-47D	110	101	·	87	90
HS 578T	90	102	116	95	94
SK-MEL-28	87	103	94	114	97
LOX IMVI	87	105	107	99	88
BT-549	100	89	91	104	99
MDA-MB-231	92	102	94	102	93

61	O=C(O)CCCc1cn(Cc2cn(CC(=O)Nc3ccc(Br)cn3)nn2)c2ccccc12
62	CC(C)NCC(C)(C)[N+](=O)[O-]
63	Clc1ccc(CSC2=NCCN2)cc1
64	Oc1ccc(Cl)cc1-c1cc(-c2ccc(F)cc2)n[nH]1
65	NC(=O)c1cccc(-n2ccc3cc(NC(=O)Nc4ccc(F)c(C(F)(F)F)c4)ccc32)n1
assay / compound	61	62	63	64	65
MDA-MB-468	110	100	96	-0.5*	62
MCF7	89	99	82	16	53
T-47D	102	93	86	24	58
HS 578T	85	90	96	65	45
SK-MEL-28	107	102	106	105	76
LOX IMVI	93	102	92	61	66
BT-549	107	94	102	85	55
MDA-MB-231	102	105	100	27	64

66	C/C(=C\C(=O)c1ccc(Cl)cc1)c1ccc(Cl)cc1
67	N#C/C(=C/c1ccccc1Cl)C(N)=O
68	Cc1cc(C(=O)NN)c(C#N)c(=O)[nH]1
69	S=c1[nH]nc(-c2ccc3c(c2)nc(-c2ccccc2)n3C2CCCCC2)o1
70	CCN1C(=O)N(c2ccccc2)C2NC(=S)N(/N=C/C=C/c3ccccc3)C21 (stereo not drawn)
assay / compound	66	67	68	69	70
MDA-MB-468	5.7*	93	122	116	5.4*
MCF7	19	111	93	104	3.2*
T-47D	86	109	96	73	38
HS 578T	97	111	121	103	16
SK-MEL-28	111	107	92	108	60
LOX IMVI	100	112	98	87	15
BT-549	103	96	109	103	-8.9*
MDA-MB-231	90	100	106	96	16

71	CCCCOC(=O)C(C)OCCC#N (stereo not drawn)
72	CSc1nc2nc(-c3cc4ccccc4oc3=O)ccc2c(=O)n1C
73	CC(C)OC(=O)c1ccc2n1CCc1cnc(NC3CCCC3)nc1-2
74	Cc1cc(O)c([N+](=O)[O-])cc1Cl
assay / compound	71	72	73	74
MDA-MB-468	104	·	93	121
MCF7	93	58	102	97
T-47D	107	91	·	99
HS 578T	108	95	105	103
SK-MEL-28	103	95	105	100
LOX IMVI	94	101	95	104
BT-549	97	95	112	98
MDA-MB-231	98	91	107	93
